# D1 PAM: potentiators of human D1 dopamine receptor. P21728. HEK293 TREx D1 cells, calcium flux, dopamine EC20 potentiation. potentiation, % at 10 µM. hit rate 0.036% among 360,000; in the data active means potentiation above about 30%; further: 0% is about no effect
# Target sequence (P21728 whole entry, looked up): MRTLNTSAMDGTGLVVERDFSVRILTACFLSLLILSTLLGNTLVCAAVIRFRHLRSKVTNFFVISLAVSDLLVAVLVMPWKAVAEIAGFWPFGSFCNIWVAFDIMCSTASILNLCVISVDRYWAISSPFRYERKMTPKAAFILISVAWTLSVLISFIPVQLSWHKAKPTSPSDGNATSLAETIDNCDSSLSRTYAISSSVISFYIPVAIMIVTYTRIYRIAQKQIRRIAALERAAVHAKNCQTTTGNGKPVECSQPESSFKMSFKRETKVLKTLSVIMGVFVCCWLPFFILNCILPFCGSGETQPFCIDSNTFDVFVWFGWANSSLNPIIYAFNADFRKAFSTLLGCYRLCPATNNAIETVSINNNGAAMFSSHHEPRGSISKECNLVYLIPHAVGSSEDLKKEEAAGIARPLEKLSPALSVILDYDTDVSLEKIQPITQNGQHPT
# Glioma ERSR ind: ER stress response induction in glioma | U87-MG GRP78 promoter luciferase reporter, 16 h | Potency, µM, for the others: top-dose activation, actives largely listed as activators | hit rate 0.02% among 420,000 | AID 602332; further: potency means the concentration at half of the fitted maximal effect; series mostly up to about 76 µM; % of control where 0% means no effect; nearly all actives have a fitted effect of over 35% in size
#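 Stably transfected U87-MG human glioma cells carrying a GRP78-based luminescent sensor were seeded at 1000 cells/well, pin-dosed with compounds and incubated 16 h. Luciferase reagent was then added, and end-point luminescence was read after 10 min at room temperature.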
# Vif-APOBEC3F blk: inhibitors of Vif-A3F interaction; HeLa A3F-eYFP + Vif (tagged APOBEC3F with the HIV-1 protein that degrades it), YFP fluorescence increase; Potency, µM (titrated, usually from 46.1 µM), for the others: at the highest dose activity, negative = active; hit rate 0.2% among 390,000; further: potency means the concentration at half of the fitted maximal effect; % of control where 0% means no effect; nearly all actives have a fitted effect of over 65% in size
#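 HeLa cells stably expressing Vif plus C-terminally eYFP-tagged A3F were seeded, incubated overnight at 37 deg C, dosed with compound, incubated overnight again at 37 deg C. Yellow fluorescence (Ex 488/Em 500-530) reported blocked Vif-mediated A3F-eYFP degradation.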
# D2 potentiator: positively modulates the human D2 dopamine receptor allosterically; HEK293 T-REx D2, calcium flux, EC20 dopamine potentiation; hit rate 0.34% among 340,000; P14416; AID 485347; potentiation, % at 10 µM;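 active means potentiation over 3 SD above the plate norm, cut at about 30% in these data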; further: 0% is about no effect
# Target sequence (P14416 whole entry, looked up): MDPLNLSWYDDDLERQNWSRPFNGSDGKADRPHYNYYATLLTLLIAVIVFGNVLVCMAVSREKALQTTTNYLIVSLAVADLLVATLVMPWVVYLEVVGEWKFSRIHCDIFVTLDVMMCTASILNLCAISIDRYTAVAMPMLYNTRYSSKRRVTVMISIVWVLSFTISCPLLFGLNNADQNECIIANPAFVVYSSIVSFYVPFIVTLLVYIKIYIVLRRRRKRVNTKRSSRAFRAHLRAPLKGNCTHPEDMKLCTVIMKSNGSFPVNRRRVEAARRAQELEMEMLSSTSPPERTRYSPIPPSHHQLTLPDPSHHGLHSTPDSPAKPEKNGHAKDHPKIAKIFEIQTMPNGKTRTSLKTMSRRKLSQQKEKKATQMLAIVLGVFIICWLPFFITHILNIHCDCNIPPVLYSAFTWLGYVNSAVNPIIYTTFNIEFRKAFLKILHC
#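 Tetracycline-induced HEK293 T-REx cells force-coupled to calcium signalling expressed D2; compounds were pin-added after a 10 s baseline, read kinetically 180 s, then an EC20 dopamine challenge followed with a further 180 s calcium read.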
# D1 antag: blocks dopamine activation of the human D1 receptor; HEK293 TREx D1 cells, calcium flux, dopamine EC80; hits give low values; activity change, negative = inhibition, % at 10 µM; hit rate 3.2% among 360,000; in the data active means activity change below about -30%; further: on the % scale 0 is the no-effect control and ±100 the full control effect
#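 Calcium flux readout: force-coupled, inducible Hek293 Trex D1 line, cells induced overnight at 30 C with tetracycline, dye-loaded 30–90 min at RT. Antagonism scored against EC80 dopamine challenge given 180 s after compound.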
# Vif-A3G inh: inhibitors of Vif-APOBEC3G interaction | Q9HC16 | HeLa A3G-eYFP + Vif (tagged APOBEC3G with the HIV-1 protein that degrades it), YFP fluorescence, overnight | Potency, µM (top dose mostly 46.1 µM), without a hit: top-dose activity, negative = active, usual class: inhibitors | hit rate 0.076% among 410,000 | AID 602310;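 further: potency means the concentration at half of the fitted maximal effect; on the % scale 0 is the no-effect control and ±100 the full control effect; nearly all actives have a fitted effect of over 60% in size; hits raise eYFP signal because A3G escapes Vif-driven loss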
#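 Read-out is eYFP fluorescence (Ex 488/Em 500-530) from Vif-expressing HeLa A3G-eYFP cells; more signal means A3G escaped Vif-mediated degradation. Cells plated overnight, compound pinned in, incubated overnight at 37 deg C.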
# D1 agonist: human D1 receptor agonism; HEK293 T-REx D1 cells, calcium flux, agonist mode; activation, % at 2 µM; hit rate 1% among 360,000; P21728; in the data active means activation above about 30%; further: 0% is about no effect
#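 Agonism was scored from calcium flux recorded over 180 s (1 read/s) after pintool compound addition, following a 10-cycle baseline. Cells were inducible force-coupled HEK293 TREx D1, plated overnight at 30 C and loaded with no-wash calcium dye.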
# RXFP1 ag: agonists of human relaxin receptor RXFP1. Q9HBX9. hit rate 0.3% among 370,000. HEK293T-RXFP1 cAMP TR-FRET, 30 min; response scale: percent of porcine relaxin response, buffer zero. Potency, µM (series often up to 57.5 µM), for the others: top-dose activation, usual class: activators. AID 2676; further: potency means the concentration at half of the fitted maximal effect; on the % scale 0 is the no-effect control and ±100 the full control effect; nearly all actives have a fitted effect of over 60% in size; many of its hits are not listed in these tables
#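 cAMP rise read by TR-FRET after 30 min, 37C compound exposure (up to 58 uM) in RXFP1-transfected HEK293 cells with Ro 20174 present. EC50 from Hill-equation fits, with 29 nM porcine relaxin as 100% and buffer as basal.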
# RXFP1 antag: antagonists of human relaxin receptor RXFP1; activity change, negative = inhibition, % at 57.5 µM; HEK293-RXFP1, relaxin-stimulated cAMP HTRF, 30 min; hits give low values; hit rate 0.59% among 350,000; AID 1259400; Q9HBX9;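 active means activity change of -60% or lower, but not beyond a set lower limit; inconclusive means change between -60% and -40%, or beyond the set limit; inactive means change above -40%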; further: on the % scale 0 is the no-effect control and ±100 the full control effect
# An asterisk follows results filed as active; ? = inconclusive; / = no result given. Unless noted, the call rests on the fitted dose curve; in most records, active means well fitted curve in the direction sought with a large enough effect; inconclusive means small, poorly fitted or top-dose-only effect, or another doubt; inactive means no such curve, though single readings can be large; an effect the other way counts as inactive or inconclusive. The list is partial; rates above refer to the full screens.
SMILES,D1 PAM,Glioma ERSR ind,Vif-APOBEC3F blk,D2 potentiator,D1 antag,Vif-A3G inh,D1 agonist,RXFP1 ag,RXFP1 antag
COc1ccc2cc(CCNC(=O)CCc3ccccc3)c(=O)[nH]c2c1,-2.8,-4.6%,-2.0%,9.2,0.9,-6.6%,-0.3,1.0%,2.9
COc1ccc(N2CC(C(=O)N[C@@H](C)C(=O)N3CCCCC3)CC2=O)cc1 (stereo partly drawn),-5.5,2.0%,3.8%,-2.0,0.9,3.2%,1.1,0.5%,6.5
O=C(CN1CCN(S(=O)(=O)c2ccccc2C(F)(F)F)CC1)NCc1cccs1,2.7,-3.0%,-9.6%,6.2,-2.3,-5.1%,0.5,0.0%,-3.4
COc1ccc(NC(=O)CSc2nnc(Cn3c(=O)sc4ccccc43)n2C)c(OC)c1,1.9,-3.6%,-3.1%,1.6,8.3,1.6%,0.4,0.1%,20.0
Cc1ccc(NC(=O)c2noc(C(C)C)c2[N+](=O)[O-])cc1,-8.2,5.6%,2.2%,-29.1,-5.0,-3.6%,11.0,3.2%,-23.9
Cc1c(N2C(=O)/C(=C\c3cccc4ccccc34)SC2=S)c(=O)n(-c2ccccc2)n1C,3.6,-1.4%,7.0%,-4.8,2.2,-0.3%,0.2,1.9%,6.7
CCOc1ccc(S(=O)(=O)NCc2ccccn2)cc1,-2.8,-2.9%,-2.7%,-2.1,-2.4,-3.1%,2.8,-1.7%,7.2
O=C(O)CCCC(=O)NS(=O)(=O)c1ccc(Cl)cc1,-1.1,-0.6%,/,5.4,-6.8,3.4%,1.2,-0.5%,-2.4
COc1ccc(C(=O)Nc2cc(Cl)ccc2N2CCOCC2)cc1S(=O)(=O)N1CCOCC1,-1.7,-4.7%,0.0%,12.3,-15.5,3.4%,1.0,0.6%,-8.6
CC(=O)c1c(C)[nH]c(C(=O)COC(=O)CCNS(=O)(=O)c2ccc(C)c(C)c2)c1C,/,-2.7%,4.3%,/,/,0.7%,/,/,0.3

# Some of these compounds in order of count of non-hydrogen atoms, ascending:
SMILES,D1 PAM,Glioma ERSR ind,Vif-APOBEC3F blk,D2 potentiator,D1 antag,Vif-A3G inh,D1 agonist,RXFP1 ag,RXFP1 antag
O=C(O)CCCC(=O)NS(=O)(=O)c1ccc(Cl)cc1,-1.1,-0.6%,/,5.4,-6.8,3.4%,1.2,-0.5%,-2.4
O=C(CN1CCN(S(=O)(=O)c2ccccc2C(F)(F)F)CC1)NCc1cccs1,2.7,-3.0%,-9.6%,6.2,-2.3,-5.1%,0.5,0.0%,-3.4
CC(=O)c1c(C)[nH]c(C(=O)COC(=O)CCNS(=O)(=O)c2ccc(C)c(C)c2)c1C,/,-2.7%,4.3%,/,/,0.7%,/,/,0.3
COc1ccc(C(=O)Nc2cc(Cl)ccc2N2CCOCC2)cc1S(=O)(=O)N1CCOCC1,-1.7,-4.7%,0.0%,12.3,-15.5,3.4%,1.0,0.6%,-8.6

# (next part)
SMILES,D1 PAM,Glioma ERSR ind,Vif-APOBEC3F blk,D2 potentiator,D1 antag,Vif-A3G inh,D1 agonist,RXFP1 ag,RXFP1 antag
CC(C)Oc1ccc(CNC(=O)CN2C(=O)CCc3cc(S(=O)(=O)N4CCCCC4)ccc32)cc1,1.4,-2.6%,-0.3%,/,-11.4,5.1%,-0.3,1.6%,/
O=C(N/N=C\c1ccc([N+](=O)[O-])o1)c1cncc(Br)c1,1.6,3.7%,?,-19.6,-2.1,-14.9%,1.4,12.1%,-13.4
Cc1ccc(CNC(=O)C(=O)NCC2CCCN2S(=O)(=O)c2cccs2)cc1 (stereo not drawn),-5.2,0.4%,-7.8%,-11.9,2.9,-0.9%,2.2,0.8%,2.5
O=S(=O)(c1ccc(Cl)cc1)N1CCN(c2ncnc3sccc23)CC1,/,-3.4%,-6.2%,/,/,-0.7%,/,/,-10.2
CCN(CC)C(=O)c1ccc2c(c1)N(Cc1ccccc1F)C(=O)c1ccccc1S2=O (stereo not drawn),2.5,-1.5%,-1.8%,-4.7,24.4,3.7%,0.9,2.5%,/
COc1ccc(CCC(=O)N2CCN(c3ccc(OC)cc3)CC2)cc1,-5.0,-5.8%,-1.0%,/,-10.7,-0.5%,2.9,0.4%,4.8
O=C(CSc1nc2scc(-c3ccccc3)c2c(=O)[nH]1)N1CCCCC1,-2.8,-4.0%,4.2%,-8.2,-2.0,2.3%,1.5,1.7%,-6.5
O=C(Cn1cnc2c(nnn2Cc2ccccc2F)c1=O)OCc1ccccc1,5.0,0.5%,-12.5%,4.9,2.5,-4.4%,10.8,2.9%,-2.7
CCN(CC(=O)NCc1ccc(F)cc1)C(=O)c1ccc(COc2ccccc2)cc1,10.9,3.5%,2.5%,-10.2,-9.9,2.4%,6.0,1.2%,-13.4
CCN(C(=O)CCNC(=O)Cn1cnc2ccccc2c1=O)c1cc(OC)ccc1OC,4.9,-1.4%,-3.5%,-6.8,5.0,-5.8%,5.3,1.4%,/
Cc1ccc(-n2c(Cc3cccn3C)nnc2SCC(=O)Nc2cc(C)on2)cc1,-4.1,-5.1%,1.4%,0.5,32.4,-2.9%,2.5,1.6%,6.7
CCC(C)(C)n1nnnc1C(c1cccs1)N1CCCCC1 (stereo not drawn),4.4,-3.3%,0.7%,3.9,15.0,-6.2%,2.1,-1.3%,-6.7
Cc1nc2ccccc2n1CC(O)c1ccccc1 (stereo not drawn),9.3,-5.0%,-0.6%,29.8,4.7,-4.3%,2.5,-1.4%,18.6
C=CCn1c(=O)c2ccccc2n2c(SCC(=O)NC(C)C)nnc12,-0.3,-4.3%,6.0%,/,-0.8,-2.1%,-0.3,5.8%,0.7
Cc1cc(N2CCN(c3ccccc3)CC2)n2cnnc2n1,4.0,-0.6%,-1.6%,-1.7,-2.9,5.5%,3.1,9.5%,-1.4
COc1cc(/C=N/N2CCN(Cc3ccc(C)cc3)CC2)cc(OC)c1O,-0.7,-4.6%,5.7%,-20.0,-18.9,1.2%,7.5,0.4%,-3.0
COc1ccc(NC(=O)COc2ccc(C)cc2)c([N+](=O)[O-])c1,0.1,10.1%,?,/,7.9,-18.4%,4.0,0.0%,6.0
CCCOc1ccc(-c2nc3ccccc3c(=O)o2)cc1,0.1,9.2%,1.9%,13.9,-2.7,3.2%,4.1,0.0%,/
CCCn1c(SCC(=O)Nc2ccc(NC(=O)CC)cc2)nc2c1c(=O)n(C)c(=O)n2C,-6.2,-3.5%,0.6%,-8.7,61.8,0.6%,2.5,20µM*,-1.1
Cc1ccc(SCC(=O)OC(C)C(=O)NC2(C#N)CCCCC2)cc1 (stereo not drawn),-2.3,-3.7%,-13.7%,-8.0,-6.7,-0.1%,1.3,-2.8%,-15.1

# Part of the list above, limited to D2 potentiator and RXFP1 ag:
SMILES | D2 potentiator | RXFP1 ag
COc1cc(/C=N/N2CCN(Cc3ccc(C)cc3)CC2)cc(OC)c1O | -20.0 | 0.4%
COc1ccc(NC(=O)COc2ccc(C)cc2)c([N+](=O)[O-])c1 | / | 0.0%
Cc1cc(N2CCN(c3ccccc3)CC2)n2cnnc2n1 | -1.7 | 9.5%
CCCn1c(SCC(=O)Nc2ccc(NC(=O)CC)cc2)nc2c1c(=O)n(C)c(=O)n2C | -8.7 | 20µM*
C=CCn1c(=O)c2ccccc2n2c(SCC(=O)NC(C)C)nnc12 | / | 5.8%
Cc1nc2ccccc2n1CC(O)c1ccccc1 (stereo not drawn) | 29.8 | -1.4%
Cc1ccc(-n2c(Cc3cccn3C)nnc2SCC(=O)Nc2cc(C)on2)cc1 | 0.5 | 1.6%

# The listing continues:
SMILES,D1 PAM,Glioma ERSR ind,Vif-APOBEC3F blk,D2 potentiator,D1 antag,Vif-A3G inh,D1 agonist,RXFP1 ag,RXFP1 antag
O=C(COc1ccc2ccccc2c1Br)NC(=S)Nc1cccc(CO)c1,-1.3,2.3%,-0.2%,-5.5,-9.7,-11.6%,0.9,5.6%,-6.8
Cc1cccc(CCNC(=O)c2cc3c(=O)n(C)c4ccccc4c3n2C)c1,3.0,-1.7%,-5.1%,8.8,8.9,1.2%,2.5,?,/
CC(=O)Nc1nonc1NC(=O)c1ccc(F)cc1,8.7,-3.2%,-6.1%,24.3,14.2,1.1%,0.6,-0.1%,12.6
CCOC(=O)C1(Cc2ccccc2)CCCN(C2CCN(C(C)=O)CC2)C1 (stereo not drawn),-7.0,-0.5%,2.3%,5.0,-9.1,0.4%,3.8,-0.7%,-35.6
COC(=O)C(C)(C(=O)OC)c1ccccc1[N+](=O)[O-],-3.2,-2.9%,/,5.4,3.2,-5.6%,2.4,-3.5%,10.5
O=C(Nc1cccc2ccccc12)N1CCc2ccccc2C1,1.4,7.0%,0.1%,-2.5,-0.1,0.2%,-0.6,-3.4%,10.5
CCOc1ccc(-c2cc(C(=O)Oc3ccc(C#N)cc3)no2)cc1,0.2,-2.5%,-0.4%,6.9,14.0,-2.0%,3.4,2.6%,-23.9
CC(C)Cn1c(N2CCN(CC(=O)Nc3ccc(Cl)cc3)CC2)nc2ccccc21,-2.8,-3.2%,6.8%,10.1,-4.0,6.6%,8.2,-3.0%,-4.5
CCC(Oc1ccccc1)C(=O)NCCCN1CCOCC1 (stereo not drawn),-3.5,1.6%,-2.8%,12.9,-22.3,-7.8%,1.9,-1.3%,2.7
COc1ccc(/C=C2\SC(=S)N(NC(=O)c3ccncc3)C2=O)cc1OC,-5.6,/,/,15.0,6.4,/,0.9,0.5%,/
O=C(OCC(=O)c1c[nH]c2ccccc12)c1cc(S(=O)(=O)N2CCOCC2)ccc1F,/,-4.3%,-0.3%,-8.5,2.9,0.7%,10.1,1.7%,-3.9
CCOc1ccc(-c2cc3nc(C4CCN(C(=O)OC(C)(C)C)CC4)c(C(=O)Nc4cccc(CC)c4)cn3n2)cc1,0.7,5.1%,1.6%,-3.0,2.8,-10.1%,6.9,?,-22.3
Cc1[nH]c2ccccc2c1/C=N/NC(=O)c1cccs1,0.5,5.6%,-0.3%,2.1,-12.7,-1.9%,0.2,-2.9%,-7.8
COc1ccc(/C=N/NC(=O)CN(Cc2ccccc2)S(=O)(=O)c2ccc3c(c2)OCCO3)cc1,-3.1,0.9%,-6.9%,2.0,-15.2,0.4%,2.2,-2.6%,-7.0
